Compound activity as filed in PubChem BioAssay.
14-3-3g Raf: 14-3-3 gamma protein interaction modulation | P61981 | FP, 14-3-3gamma / TMR-pS259-Raf peptide binding | inhibition, % at 40 µM | 0.19% of 160,000 active | AID 422; in the data active means inhibition above about 30%;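 further: 0% = protein plus tracer without compound and 100% = blank with tracer alone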
Target sequence (P61981 whole entry, looked up): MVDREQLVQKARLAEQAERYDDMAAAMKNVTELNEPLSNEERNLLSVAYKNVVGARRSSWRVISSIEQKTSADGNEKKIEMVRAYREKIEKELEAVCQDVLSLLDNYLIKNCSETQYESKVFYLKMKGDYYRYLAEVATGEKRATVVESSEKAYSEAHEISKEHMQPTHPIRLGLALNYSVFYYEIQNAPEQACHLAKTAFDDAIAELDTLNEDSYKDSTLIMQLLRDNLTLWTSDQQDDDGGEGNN
* marks the source's active call; other numbers are inactive results; & = joins results of further samples.

SMILES	14-3-3g Raf
O=C(c1ccccn1)N(Cc1ccco1)C1(C(=O)NC2CCCCC2)CCCCC1	-5
Cc1cc(C)cc(-n2nnc(C(=O)NCc3ccc4c(c3)OCO4)c2N)c1	-6
COCCNc1ncnc2sc3c(c12)CC(C)CC3 (stereo unspecified)	-5
COc1ccccc1C1C(C(=O)OC2CCCC2)=C(C)NC2=C1C(=O)CC(C)(C)C2 (stereo unspecified)	0
CC(=O)N1CCc2cc(S(=O)(=O)NC(Cc3ccccc3)C(=O)Nc3cccc(Cl)c3)ccc21 (stereo unspecified)	-21
C#CCn1c(=NC(=O)CN2C(=O)CCC2=O)sc2cccc(C)c21	-6
O=C(Nc1ccc2ccccc2c1)N1CCN(c2ncc(C(F)(F)F)cc2Cl)CC1	-6
CN(C(=O)Cc1cccs1)C(C(=O)Nc1ccc2c(c1)OCO2)c1ccccc1 (stereo unspecified)	-10
CCOC(=O)c1nnc2nc[nH]n2c1=O	-10
COc1ccc(N/C(N)=N/c2nc(C)cc(=O)[nH]2)c(OC)c1	4
Cc1ccccc1NC(=O)CC1SC(=Nc2ccccc2)N(C(C)(C)C)C1=O (stereo unspecified)	2
Cc1ccc2c(c1)C(c1ccc(F)cc1)N(C(=O)c1ccc(Br)o1)CC(=O)N2 (stereo unspecified)	3
Cc1ccc(CSc2nc3ncccc3[nH]2)cc1	1
Cc1cc(C)cc(NC(=O)c2ccc(C(=O)Nc3cc(C)cc(C)c3)cc2)c1	-5
O=C(Cn1nnc(-c2ccccc2)n1)OCc1ccc([N+](=O)[O-])cc1	2
Cc1cccc(NC(=O)Nc2cccc(F)c2)n1	-6
COCCn1cc(C(=O)N2CCN(C)CC2)c2c3ccccc3n(C)c2c1=O	-4
CCCCCOC(=O)C1=C(C)NC(=O)NC1c1ccc2c(c1)OCO2 (stereo unspecified)	-9
O=S(=O)(c1ccc(F)cc1)N1CCN(CC(O)COCc2cccs2)CC1 (stereo unspecified)	-1
CC1(C)CC(=O)C2=C(C1)OC(N)=C(C#N)C21C(=O)N2CCCc3cccc1c32 (stereo unspecified)	3
Cc1ccc(-c2nn3c(=O)c(C)nnc3s2)cc1	3&-1
Cn1c(SCC(=O)Nc2cccc(F)c2)nnc1-c1cccnc1	-3
CCN(CC)c1ccc2cc(C(N)=O)c(=Nc3cccc(C(C)=O)c3)oc2c1	-18
COCCNC(=O)CCn1c(=O)oc2ccccc21	-10
CN(C)Cc1c(O)ccc2c(=O)c(Oc3ccccc3F)c(C(F)(F)F)oc12	-2
O=C(c1ccc2c(=O)n(-c3ccccc3)c(=O)[nH]c2c1)N1CCCCC1	-5
COc1ccc(S(=O)(=O)NCC(=O)N(CC(=O)NCC2CCCO2)c2cc(C)ccc2C)cc1 (stereo unspecified)	-3
Cc1cccn2c(=O)c3cc(C(=O)Nc4ccccc4F)sc3nc12	-10
Cc1nc2c(ccc3nc(NC(=O)c4ccc(Br)s4)sc32)s1	-36
CC(C)c1ccc(NC(=O)Cn2c(=O)n(CCc3ccccc3)c(=O)c3ccccc32)cc1	-5

Look-ups from the entries so far:
14-3-3g Raf result of CCN(CC)c1ccc2cc(C(N)=O)c(=Nc3cccc(C(C)=O)c3)oc2c1 : -18
14-3-3g Raf result of CN(C)Cc1c(O)ccc2c(=O)c(Oc3ccccc3F)c(C(F)(F)F)oc12 : -2

(cont.)
SMILES	14-3-3g Raf
CC(=O)Nc1ccc(NC(=O)c2ccco2)cc1	5
O=C(Nc1ccccc1F)c1ccc([N+](=O)[O-])o1	-2
COc1ccc(N2CC(C)Cn3c2nc2c3c(=O)n(Cc3ccc(F)cc3)c(=O)n2C)c(OC)c1 (stereo unspecified)	-4
COc1cccc(CNCCSc2nnnn2C)c1	-2
CSc1ccc(Cl)c(C(=O)Nc2ccc(Cl)cn2)c1	1
Fc1ccc(-c2cc(C(F)(F)F)nc(N3CCc4ccccc4C3)n2)cc1	-3
COc1ccc2c(c1)c(=O)oc1c(C)c(OC(C)C(=O)O)ccc12 (stereo unspecified)	-7
CC1(C)CC(=O)c2cc3c(N)c(C(=O)c4ccc([N+](=O)[O-])cc4)sc3nc2C1	-8
CCn1cc(C(=O)Nc2cc(OC)cc(OC)c2)c(=O)c2ccc(C)nc21	5
CCOc1ccc2nc(NC(=O)CSc3nc4cccnc4n3C)sc2c1	-2
CCN1C2=C(C(=O)CC(C)(C)C2)C(c2ccc(O)c(Cl)c2)C2=C1CC(C)(C)CC2=O	-2
CCCCN(c1ccccc1)c1ncnc2nc[nH]c12	-5
CN1CCOCCN(C)CCOCC1	-10
Oc1ccccc1C=NCCc1ccccc1	5
COc1cc(C2NC(=O)NC(C)=C2C(=O)Nc2cc(C)cc(C)c2)ccc1O (stereo unspecified)	2
CC1(C)CC(=O)c2cnc(NC(=O)C3CCCC3)nc2C1	-4
Cc1csc(CCc2nc(C)cs2)n1	0
O=C(Nc1ccc2c(c1)OCCO2)c1ccc(Br)o1	4
COc1ccc(-n2nc3ccc(NC(=O)c4oc5ccccc5c4C)cc3n2)cc1	-16
CCOc1ccccc1-n1c(C)nc2cc(C(=O)O)ccc21	-31
CCc1nnc(NC(=O)CSc2ncnc3c2oc2ccccc23)s1	-1&-7
Cc1ccc(S(=O)(=O)NCCCNC(=O)N2CCOCC2)cc1	-2
CN(CCOC(=O)Cn1cnc2ccccc2c1=O)C1=NS(=O)(=O)c2ccccc21	-4
CCOc1ncccc1C(=O)OCC(=O)c1cc(C)n(Cc2ccco2)c1C	-5
Cc1ccnc(NC(=O)C2CCC(CNc3c(N4CCCC4)c(=O)c3=O)CC2)c1 (stereo unspecified)	-4
Cc1ccccc1NC(=O)c1cc(S(=O)(=O)Nc2ccccc2)ccc1Cl	-7
O=C(Nc1ccc2ccccc2c1)c1cc2ccccc2o1	-3
O=C(Nc1nccs1)c1cc2ccccc2oc1=Nc1cccc(Br)c1	0
Cc1cc(C)c(C#N)c(SCC(=O)N2c3ccccc3Sc3ccccc32)n1	0
CCOc1cccc(C(=O)Nc2nnc(-c3ccco3)s2)c1	-3&-11
COc1cc2c(cc1OC)C(COc1ccc3c(C)cc(=O)oc3c1)N(C(=O)c1ccccc1F)CC2 (stereo unspecified)	3
Cc1ccc(-c2nc3ncccc3o2)cc1NC(=O)Cc1ccccc1	-4
Cc1ncc(CO)c2cc(C(=O)Nc3ccccc3F)c(=O)oc12	1
Cn1cc(Br)c(C(=O)n2cc(Br)cn2)n1	0
CCOC(=O)c1nn(-c2ccc(F)cc2)c(=O)c2c(NC(=O)CC)scc12	-2
COc1ccc(S(=O)(=O)N=C2C=C(NS(=O)(=O)c3ccccc3)C(=O)c3ccccc32)cc1	-237
CCOCCCNC(=O)CN1C(=O)C(CC)Oc2ccc(C)cc21 (stereo unspecified)	2
CC1(C)Cc2cccc(OCC(=O)O)c2O1	4
O=C(c1ccc2c(c1)C(=O)N(c1ccccn1)C2=O)N1CCCc2ccccc21	-6
COC(=O)c1cc(OC)c(OC)cc1N	-4&-1

19 successive entries from above:
SMILES	14-3-3g Raf
COc1ccc(-n2nc3ccc(NC(=O)c4oc5ccccc5c4C)cc3n2)cc1	-16
CCOc1ccccc1-n1c(C)nc2cc(C(=O)O)ccc21	-31
CCc1nnc(NC(=O)CSc2ncnc3c2oc2ccccc23)s1	-1&-7
Cc1ccc(S(=O)(=O)NCCCNC(=O)N2CCOCC2)cc1	-2
CN(CCOC(=O)Cn1cnc2ccccc2c1=O)C1=NS(=O)(=O)c2ccccc21	-4
CCOc1ncccc1C(=O)OCC(=O)c1cc(C)n(Cc2ccco2)c1C	-5
Cc1ccnc(NC(=O)C2CCC(CNc3c(N4CCCC4)c(=O)c3=O)CC2)c1 (stereo unspecified)	-4
Cc1ccccc1NC(=O)c1cc(S(=O)(=O)Nc2ccccc2)ccc1Cl	-7
O=C(Nc1ccc2ccccc2c1)c1cc2ccccc2o1	-3
O=C(Nc1nccs1)c1cc2ccccc2oc1=Nc1cccc(Br)c1	0
Cc1cc(C)c(C#N)c(SCC(=O)N2c3ccccc3Sc3ccccc32)n1	0
CCOc1cccc(C(=O)Nc2nnc(-c3ccco3)s2)c1	-3&-11
COc1cc2c(cc1OC)C(COc1ccc3c(C)cc(=O)oc3c1)N(C(=O)c1ccccc1F)CC2 (stereo unspecified)	3
Cc1ccc(-c2nc3ncccc3o2)cc1NC(=O)Cc1ccccc1	-4
Cc1ncc(CO)c2cc(C(=O)Nc3ccccc3F)c(=O)oc12	1
Cn1cc(Br)c(C(=O)n2cc(Br)cn2)n1	0
CCOC(=O)c1nn(-c2ccc(F)cc2)c(=O)c2c(NC(=O)CC)scc12	-2
COc1ccc(S(=O)(=O)N=C2C=C(NS(=O)(=O)c3ccccc3)C(=O)c3ccccc32)cc1	-237
CCOCCCNC(=O)CN1C(=O)C(CC)Oc2ccc(C)cc21 (stereo unspecified)	2

(listing goes on)
SMILES	14-3-3g Raf
CCOc1cccc(-c2nnc3sc(-c4cc(OC)c(OC)c(OC)c4)nn23)c1	-3
CN(C(=O)c1ccc(-c2nn(C)c(=O)c3ccccc23)cc1)C1CCCCC1	-13
COc1ccc(N2CCN(CCNC(=O)c3cc(-c4ccc(Cl)s4)nc4ccccc34)CC2)cc1	-11
COc1ccc(C=C(C)c2nc(C)c(-c3ccccc3)c(=O)[nH]2)cc1	2
Cc1ccc(F)cc1N1C(=O)CSC1c1ccc(Br)cc1 (stereo unspecified)	-4
Cc1ccc2c(c1)N(CCCC(=O)N(C)Cc1ccccc1)C(=O)CO2	1
CC(=O)NC(N1CCCCC1)C(F)(F)C(F)(F)C(F)(F)C(F)F (stereo unspecified)	0
Cc1cccc(C2CC(c3ccc(Br)cc3)Nc3ncnn32)c1 (stereo unspecified)	-8
COc1cccc(-c2csc3nnc(SCC(=O)NCc4cccs4)n23)c1	4
CCOc1ccc(NC(=O)C2CC(=O)N(CCc3ccccc3)C(=Nc3ccccc3)S2)cc1 (stereo unspecified)	-1
CSCc1nnc(NC(=O)c2ccc(S(=O)(=O)N(C)C3CCCCC3)cc2)o1	-5
O=C(CCSc1nnc(-c2ccncc2)o1)Nc1ccc(F)cc1	-1
COC(=O)c1ccc(C(=O)Nc2nc3c(ccc4ccccc43)s2)cc1	1
CCOC(=O)NC(=O)CSc1nc(C)cc(C(F)(F)F)c1C#N	-17
C/C(N)=C(/C#N)C(=O)COC(=O)C(NS(=O)(=O)c1ccc(Cl)cc1)C(C)O (stereo unspecified)	0
Cc1ccc(N2CC(C(=O)N3CCCc4ccccc43)CC2=O)cc1 (stereo unspecified)	-6
COc1ccc(NC(=O)C2(S(=O)(=O)c3ccc(Cl)cc3)CC2)cc1	1
CC1(C)CC(=O)C(C=NCc2ccc3c(c2)OCO3)=C(O)C1	-6
CCCN1CCN(C(=O)CCNC(=O)Cn2cnc3ccccc3c2=O)CC1	2
COc1ccc(C2CC(c3ccc(Br)cc3)=NN2C(=O)CSC2CCCCC2)cc1 (stereo unspecified)	-6
COCCCNC(=O)c1cn(Cc2c(F)cccc2Cl)nn1	-5
CCOC(=O)C1=C(C)NC(C)=C(C(=O)OCC)C1c1cccc(Oc2ccccc2)c1	-12
CCOc1ccc(S(=O)(=O)n2ccc(C)n2)c2ccccc12	-1
CCn1c(SCC(=O)Nc2nnc(C)s2)nc2c(c1=O)SC(C)C2 (stereo unspecified)	-1
CC(=O)Nc1ccc(S(=O)(=O)N2CCN(c3cccc(C)c3C)CC2)cc1	-2
Cc1cc(C(=O)OCC(=O)N2CCN(c3ccccc3)CC2)c2ccccc2n1	-6
CCOC(=O)c1ccc(Nc2nc(CC(C)=O)ns2)cc1	1
CC(C)(C)NC(=O)c1cc2nc(-c3ccc([N+](=O)[O-])cc3)cc(C(F)(F)F)n2n1	-9
Cc1ccc(C2/C(=C(/O)c3ccc(Br)cc3)C(=O)C(=O)N2Cc2ccco2)o1 (stereo unspecified)	-4
COc1ccc(N(CCC#N)S(=O)(=O)c2cccc3nsnc23)cc1	13
O=C(Nc1cccc2ccccc12)c1nn2c(c1Br)NC(c1ccccc1)CC2C(F)(F)F (stereo unspecified)	-1
CCOC(=O)c1c(NC(=O)c2cnn3c(C(F)(F)F)cc(-c4ccccc4)nc23)sc(C)c1C	-7
CCC(=Nc1ccc(N)cc1)C1=C(O)C(C(=O)OC)C(C)(C)CC1=O (stereo unspecified)	-9
Cc1cccc2sc(NC(=O)CNS(=O)(=O)c3ccc(Br)s3)nc12	-4
O=C(OCCN1CCOCC1)c1ccc2c(c1)OCCO2	-4
CCCS(=O)(=O)N1CCCC(C(=O)NCCC(C)C)C1 (stereo unspecified)	2
CCOC(=O)C1C(=O)NC(N2CCc3ccccc32)=NC1c1ccccc1 (stereo unspecified)	6
CCc1ccc(NC(=O)c2cn(C3CCCC3)c(=O)c3c2c2ccccc2n3C)cc1	-13
Cc1cc(C)c(Cn2c(=O)n(CC(=O)NCCc3ccccc3)c(=O)c3sccc32)c(C)c1	2
O=C(O)CCNc1ccccc1C(=O)O	-2
CCOC(=O)C1C(=O)CC(C)(O)C(C(=O)OCC)C1c1ccc(CC)cc1 (stereo unspecified)	2
CCOC(=O)c1cc2c(=O)n3ccccc3nc2n(Cc2ccco2)c1=NC(=O)c1ccccc1OC	-16
COc1ccc(CNC(=O)C2CCC(CNc3nc(=S)[nH]c4ccccc34)CC2)cc1 (stereo unspecified)	10
COc1ccc(C2C(C(=O)Nc3ccccn3)CCC(=O)N2c2ccc(OC)cc2)cc1 (stereo unspecified)	-6
CCOc1ccc(N(CC(=O)NCc2cccs2)S(=O)(=O)c2c(C)noc2C)cc1	-1
O=C(CN1CCN(Cc2ccccc2Cl)C1=O)NC1CCCCCCC1	-5&4
COc1ccc(-n2cc3c(c2-c2ccccc2)c(=O)n(C)c(=O)n3C)cc1	8
COc1cccc(CNCc2ccc(F)cc2)c1OC	-5
NC(=O)C1CCN(C(=O)c2cc3n(n2)C(C(F)(F)F)CC(c2ccco2)N3)CC1 (stereo unspecified)	0&-4
Cc1ccccc1CSCc1ccc(C(=O)NCc2cccnc2)o1	0
(cont.)
SMILES	14-3-3g Raf
O=C(NCC(=O)N(c1ccc(F)cc1)C(C(=O)NCC1CCCO1)c1ccccc1)c1ccco1 (stereo unspecified)	5
CCN(CC)CCCNCc1cccc(OC)c1	-1
Cc1sc2nc(SCCCC(=O)NCCO)[nH]c(=O)c2c1C	-11
O=C(Nc1ccc2nc(-c3ccccc3)oc2c1)C12CC3CC(CC(C3)C1)C2	-1
CCCCCOC(=O)CSc1nnc2n(-c3ccccc3)c(=O)c3c(C)c(C)sc3n12	-1
COc1ccc(N2CCN(Cc3nc4c(c(=O)[nH]c(=O)n4C)n3CC(C)=O)CC2)cc1	3
COc1ccc2nc3sc(C(=O)NC4CC4)cc3cc2c1	5

Not all compounds are listed. The share of hits here may be higher or lower than overall.
